# HP1b binding inh – HTS for Inhibitors of HP1-beta Chromodomain Interactions with Methylated Histone Tails | Chromobox protein homolog 1 (Homo sapiens), P83916 | AlphaScreen HP1-beta / biotin-H3K9me3 peptide binding | Potency, µM (titrated, usually from 114 µM), inactives show at the highest dose activity change, negative = inhibition, usual class: inhibitors | 390,000 tested, 0.56% active | AID 540317, 2011; also: potency is read from the fitted curve at half-maximal effect; nearly all actives have a fitted effect of over 70% in size; inactives centre near 23
# Target sequence (P83916 whole entry, looked up): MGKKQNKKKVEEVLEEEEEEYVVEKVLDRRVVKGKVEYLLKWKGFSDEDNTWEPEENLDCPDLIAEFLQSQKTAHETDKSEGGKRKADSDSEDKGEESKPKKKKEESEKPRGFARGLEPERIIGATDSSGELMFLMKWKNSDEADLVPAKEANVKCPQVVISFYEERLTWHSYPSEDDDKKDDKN
#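 HP1-beta protein (50 nM final) preincubated 30 min at room temperature with biotinylated H3(1-18)K9me3 peptide (50 nM) in PBS pH 7.4, 0.01% Tween-20, then compound added for 30 min. AlphaScreen streptavidin donor/nickel chelate acceptor beads (10 ug/mL final), 30 min dark, luminescence read.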
# Tb PGK inh – qHTS Assay to Find Inhibitors of Phosphoglycerate Kinase. Potency, µM (top dose mostly 57.5 µM), inactives show at the highest dose activity change, negative = inhibition, hits mostly inhibitors. 380,000 tested, 0.043% active. PGK/GAPDH coupled, Kinase-Glo luminescence, 60 min. AID 602233, 2012; also: potency is read from the fitted curve at half-maximal effect; % is scaled to controls: 0 for no effect and ±100 for the full control effect; nearly all actives have a fitted effect of over 60% in size
#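 Luminescent ATP detection (Kinase-Glo Plus) follows a 60-minute room-temperature incubation, with wells lacking PGK as controls. Buffer: 100 mM TEA (pH 7.6), 5 mM MgCl2, 0.01% Tween-20. Coupling enzyme GAPDH (100 nM final) supplies unstable 1,3-BPG in-well.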
# POLH inh – qHTS for Inhibitors of Polymerase Eta; DNA polymerase eta (Homo sapiens), Q9Y253; recombinant Pol eta, fluorescent DNA replication assay; Potency, µM (highest dose often 114 µM), without a hit: at the top dose activity change, negative = inhibition, actives largely listed as inhibitors; 390,000 tested, 1.2% active; AID 588591, 2011; also: potency is read from the fitted curve at half-maximal effect; % is scaled to controls: 0 for no effect and ±100 for the full control effect
#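 Pol eta (10 nM) was preincubated with compounds for 15 min at room temperature, after which fluorescent replication substrate (50 nM final) was added to start the reaction. Fluorescence was read kinetically at 0 and 10 min.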
# BAZ2B inh – qHTS Assay for Inhibitors of BAZ2B; AlphaScreen BAZ2B-H3K14Ac peptide displacement; Potency, µM (series often up to 114 µM), for the others: top-dose activity change, negative = inhibition, actives largely listed as inhibitors; 360,000 tested, 4.4% active; AID 504333, 2011; also: potency is read from the fitted curve at half-maximal effect; % is scaled to controls: 0 for no effect and ±100 for the full control effect; nearly all actives have a fitted effect of over 60% in size
#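 In this displacement format the biotinylated H3(5-23) peptide acetylated at Lys14 serves as ligand at 50 nM, with BAZ2B at 50 nM in PBS pH 7.4 containing 0.01% Tween-20. Donor and acceptor beads are 10 ug/mL final.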
# GLS inh – qHTS for Inhibitors of Glutaminase (GLS); GLS enzymatic activity, qHTS titration; Potency, µM (series often up to 45.5 µM), without a hit: at the highest dose activity change, negative = inhibition, hits mostly inhibitors; 410,000 tested, 0.21% active; AID 624170, 2012; also: potency is read from the fitted curve at half-maximal effect; % is scaled to controls: 0 for no effect and ±100 for the full control effect
# Target sequence (O94925 whole entry, looked up): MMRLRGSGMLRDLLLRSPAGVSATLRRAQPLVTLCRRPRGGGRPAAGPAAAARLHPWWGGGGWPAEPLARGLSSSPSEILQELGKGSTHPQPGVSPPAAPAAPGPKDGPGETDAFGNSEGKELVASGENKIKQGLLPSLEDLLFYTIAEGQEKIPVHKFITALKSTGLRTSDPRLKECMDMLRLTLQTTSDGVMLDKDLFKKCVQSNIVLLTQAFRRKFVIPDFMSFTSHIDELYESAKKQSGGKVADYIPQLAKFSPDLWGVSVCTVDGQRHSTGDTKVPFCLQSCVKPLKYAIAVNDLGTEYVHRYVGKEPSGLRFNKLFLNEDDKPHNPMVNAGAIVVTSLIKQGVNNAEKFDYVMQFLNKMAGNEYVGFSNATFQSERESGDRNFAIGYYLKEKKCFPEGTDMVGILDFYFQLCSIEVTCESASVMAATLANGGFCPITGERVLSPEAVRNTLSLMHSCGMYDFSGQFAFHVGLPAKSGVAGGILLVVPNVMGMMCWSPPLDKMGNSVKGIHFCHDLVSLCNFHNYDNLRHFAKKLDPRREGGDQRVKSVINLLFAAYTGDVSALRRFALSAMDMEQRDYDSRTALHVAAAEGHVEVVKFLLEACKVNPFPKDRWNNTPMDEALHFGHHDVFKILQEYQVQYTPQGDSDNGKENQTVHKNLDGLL
#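 Assay buffer: 45 mM KH2PO4 pH 8.2, 0.02% Tween-20. hKGA acts on L-glutamine (1 mM solution added); product glutamate is reported by an oxidase/peroxidase Amplex Red coupling, with fluorescence taken at baseline and 30 min.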
# G9a inh – qHTS Assay for Inhibitors of Histone Lysine Methyltransferase G9a; 350,000 tested, 8.8% active; Potency, µM (series often up to 102 µM), inactives show at the top dose activity, negative = inhibition, hits mostly inhibitors; G9a H3K9 monomethylation, AlphaScreen, 2 h; also: potency is read from the fitted curve at half-maximal effect; % is scaled to controls: 0 for no effect and ±100 for the full control effect; nearly all actives have a fitted effect of over 75% in size
#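 Using a bead-based AlphaScreen, monomethylated H3K9 product from 2 h room-temperature reactions (G9a 20 nM, peptide 500 nM, SAM 20 uM) was detected with 0.5 ug/mL rabbit anti-H3K9me1 antibody.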
# Pin1 inhibitor – qHTS Assay to Find Inhibitors of Pin1 | Peptidyl-prolyl cis-trans isomerase NIMA-interacting 1 (Homo sapiens), Q13526 | Pin1 FP peptide displacement, HiFluor488, 10 min | 390,000 tested, 0.009% active | Potency, µM (titrated, usually from 115 µM), for inactives: at the highest dose activity, negative = inhibition, actives largely listed as inhibitors | AID 504891, 2011; active = well fitted inhibition curve with a large enough effect in the polarisation, with a control signal flat, not every such curve was filed as active; inconclusive = small, poorly fitted or top-dose-only effect, or effect the other way, or a change in a side signal; inactive = no such curve, though single readings can be large or run the other way; the % refers to the polarisation; also: potency is read from the fitted curve at half-maximal effect; % is scaled to controls: 0 for no effect and ±100 for the full control effect
# Target sequence (Q13526 whole entry, looked up): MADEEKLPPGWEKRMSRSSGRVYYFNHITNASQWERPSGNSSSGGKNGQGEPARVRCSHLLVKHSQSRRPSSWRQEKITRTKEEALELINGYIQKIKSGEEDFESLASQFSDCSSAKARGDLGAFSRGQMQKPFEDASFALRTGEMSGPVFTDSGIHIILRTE
# JMJD2A Tudor inh – qHTS Assay for Inhibitors of JMJD2A-Tudor Domain | AID 504339, 2011 | Lysine-specific demethylase 4A (Homo sapiens), O75164 | AlphaScreen JMJD2A-Tudor / H3K4me3 peptide binding | 390,000 tested, 4.4% active | Potency, µM (top dose mostly 114 µM), for inactives: at the top dose activity change, negative = inhibition, actives largely listed as inhibitors; also: potency is read from the fitted curve at half-maximal effect; % is scaled to controls: 0 for no effect and ±100 for the full control effect; nearly all actives have a fitted effect of over 50% in size
# PI4K2A inh – qHTS for small molecular inhibitors of PI4K2A | purified PI4K2A, ADP-Glo luminescence, 1 h; stronger effect = lower value | Phosphatidylinositol 4-kinase type 2-alpha (Homo sapiens), Q9BTU6 | activity change, negative = inhibition, % at 76.9 µM | AID 1346378, 2018 | 420,000 tested, 0.13% active; in the data active = activity change below about -50%; inconclusive = mostly about -30% to -49%;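 also: -100% = wells without enzyme as full effect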
#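 In this quantitative HTS, ADP production by PI4K2A was quantified luminescently after 1 h at ambient temperature; 100 microM adenosine served as plate-quality control.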
# The depositor's hits bear a star; i = inactive; u = inconclusive; x = not tested or not shown; & = joins results of further samples; [ ] = another dose, or the depositor's remark. Unless noted, calls follow the shape of the dose curve; as a rule, active = well fitted curve in the direction sought with a large enough effect; inconclusive = small, poorly fitted or top-dose-only effect, or another doubt; inactive = no such curve, though single readings can be large; an effect the other way counts as inactive or inconclusive. An excerpt (hit frequency here may not be typical).
item | G9a inh | BAZ2B inh | HP1b binding inh | Pin1 inhibitor | GLS inh | PI4K2A inh | POLH inh | Tb PGK inh | JMJD2A Tudor inh | smiles
1 | -6%[59 µM] | -19% | 39%[activator] | 8% | -2% | -4 | -8% | i | 5% | Cc1cc(C)c2nc(N3CCCC(C(=O)NC4CCCC4)C3)sc2c1 (stereo not given)
2 | 25% | u | u | -2% | u | -2 | -7% | -2% | -26%[11.4 µM] | CNC(=S)N(Cc1ccc(OC)cc1)Cc1cc2cccc(C)c2[nH]c1=O
3 | -4%[59 µM] | -15% | 20% | 1% | 4% | 0 | -6% | i | -18% | O=C(CN1C(=O)CC(c2ccccc2)=Nc2ccccc21)NC1CCCCC1
4 | 1%[12.7 µM] | -5% | 21% | 2% | 2% | 13 | 3% | -8% | -13% | CCN(CC)C(=O)CSc1nc(O)cc(=O)n1C
5 | 1% | 5% | 5% | -9% | 15% | 7 | -4% | -9% | -17% | CCOc1ccc(NC(=O)N(CCN(C)C)C(C)c2ccncc2)cc1 (stereo not given)
6 | x | u | -1% | 0% | -2% | -1 | -9% | i | u | COc1ccc(OC)c(C(=O)NC(CC(N)=O)c2ccc(NCCOc3ccccc3)c([N+](=O)[O-])c2)c1 (stereo not given)
7 | -30%[59 µM] | -8% | 17% | -1% | 6% | -1 | 10% | -10% | -9% | CCN(CC)CCNC(=O)c1ccc(Cn2c(SCc3ccccc3)nc3cccnc32)cc1
8 | 0%[59 µM] | -3% | 13% | -3% | 7% | -4 | 0% | x | -6% | Cc1ccccc1-c1nc2ccccc2c(=O)n1C1CCS(=O)(=O)C1 (stereo not given)
9 | x | x | 47%[activator] | 0% | 9% | -2 | -18% | 3% | 6% | COc1cc(C(C2C(=O)CC(C)(C)CC2=O)C2C(=O)CC(C)(C)CC2=O)ccc1OC(C)=O
10 | 2%[59 µM] | 10%[57.1 µM] | 30% | 13% | 4% | 1 | -12% | -6% | -4% | CCOc1ccccc1NC(=O)CN1C(=O)C2(SCC(=O)N2c2cccc(F)c2)c2ccccc21 (stereo not given)
11 | -30%[59 µM] | -12% | -9% | 3% | -17% | -1 | u | -11% | -22% | CC(=O)c1cccc(S(=O)(=O)NCCc2csc3nc(-c4ccc(F)cc4)nn23)c1
12 | 22% | -11% | 35% | -5% | -3% | 2 | -15% | -4% | -12% | O=C(CNC(=O)c1ccco1)NCC(=O)OCc1c(F)cccc1Cl
13 | 1% | 1% | 43%[activator] | 0% | 4% | 1 | -22% | -4% | -15% | COc1ccc(OC)c(NC(=O)COC(=O)Cc2ccc(Br)cc2)c1
14 | -34% | -6% | 24% | -14% | -1% | 3 | -10% | -5% | -6% | CC(CC(=O)N(C)c1c(N)n(Cc2ccccc2)c(=O)[nH]c1=O)c1ccccc1 (stereo not given)
15 | u | 9% | 12% | -1% | 7% | 0 | -12% | 1% | -8% | Cc1ccccc1OCC(=O)NNC(=O)c1ccoc1C
16 | 10%[12.7 µM] | -17% | 44%[activator] | 6% | 15% | 0 | -2% | 0% | -11% | O=C(CSc1nnc(-c2ccccc2F)n1C1CC1)Nc1ccc2[nH]c(=O)[nH]c2c1
17 | -34% | -8% | 29% | 2% | -4% | -4 | -22% | -4% | 1% | COC(=O)c1cc2oc3ccccc3c2n1Cc1ccccn1
18 | -2%[59 µM] | 5% | 50%[activator] | -1% | 2% | 3 | -12% | -2% | 3% | CCn1c(COc2ccccc2C)nc2ccccc21
19 | u | u | u | -1% | -6% | 4 | -19% | i | u | Cc1cccc(Nc2nc3c(s2)CCCC3)c1
20 | 4%&-50%[59 µM] | -21%&1% | 11%&7% | -3%&-3% | -10%&1% | 2&-2 | -18%&-1% | -7% | -12%&0% | Oc1c(C=C2N=c3ccccc3=N2)sc(=S)n1C1CCCCC1
21 | 27%[59 µM] | -4% | 15% | -5% | 15% | 1 | -12% | -9% | -12% | COC(=O)C1(C)CCc2cc(OC)ccc2C1=O (stereo not given)
22 | u | 13% | 20% | 1% | 23% | -4 | -3% | 9% | -14% | O=C(CCCN=C1NS(=O)(=O)c2ccccc21)OCC(=O)c1ccc(F)cc1
23 | 21%[12.7 µM] | -38% | 20% | -1% | -13% | 1 | 50µM* | -1% | u | COc1ccc(N2CC(C(=O)Nc3ccc(S(=O)(=O)Nc4nccs4)cc3)CC2=O)c(OC)c1 (stereo not given)
24 | x | -5% | 22% | 2% | 0% | 1 | 6% | -1% | -10% | Cc1cccc(OCC(=O)N/N=C/c2sc(=O)n(Cc3cccc(C(=O)O)c3)c2Cl)c1

# 4 structures from above, ordered by count of non-hydrogen atoms, high to low.
item | G9a inh | BAZ2B inh | HP1b binding inh | Pin1 inhibitor | GLS inh | PI4K2A inh | POLH inh | Tb PGK inh | JMJD2A Tudor inh | smiles
16 | 10%[12.7 µM] | -17% | 44%[activator] | 6% | 15% | 0 | -2% | 0% | -11% | O=C(CSc1nnc(-c2ccccc2F)n1C1CC1)Nc1ccc2[nH]c(=O)[nH]c2c1
14 | -34% | -6% | 24% | -14% | -1% | 3 | -10% | -5% | -6% | CC(CC(=O)N(C)c1c(N)n(Cc2ccccc2)c(=O)[nH]c1=O)c1ccccc1 (stereo not given)
13 | 1% | 1% | 43%[activator] | 0% | 4% | 1 | -22% | -4% | -15% | COc1ccc(OC)c(NC(=O)COC(=O)Cc2ccc(Br)cc2)c1
20 | 4%&-50%[59 µM] | -21%&1% | 11%&7% | -3%&-3% | -10%&1% | 2&-2 | -18%&-1% | -7% | -12%&0% | Oc1c(C=C2N=c3ccccc3=N2)sc(=S)n1C1CCCCC1

# Pulled one by one from the list above, two records:
item | G9a inh | BAZ2B inh | HP1b binding inh | Pin1 inhibitor | GLS inh | PI4K2A inh | POLH inh | Tb PGK inh | JMJD2A Tudor inh | smiles
16 | 10%[12.7 µM] | -17% | 44%[activator] | 6% | 15% | 0 | -2% | 0% | -11% | O=C(CSc1nnc(-c2ccccc2F)n1C1CC1)Nc1ccc2[nH]c(=O)[nH]c2c1
14 | -34% | -6% | 24% | -14% | -1% | 3 | -10% | -5% | -6% | CC(CC(=O)N(C)c1c(N)n(Cc2ccccc2)c(=O)[nH]c1=O)c1ccccc1 (stereo not given)

# Later entries
item | G9a inh | BAZ2B inh | HP1b binding inh | Pin1 inhibitor | GLS inh | PI4K2A inh | POLH inh | Tb PGK inh | JMJD2A Tudor inh | smiles
25 | x | x | 7% | 50%[activator] | 10% | -2 | -14% | 3% | -35% | C[C@H](CO)N1C[C@H](C)[C@@H](CN(C)S(=O)(=O)c2ccc(F)cc2)Oc2ccc(NC(=O)Cc3cn(C)c4ccccc34)cc2C1=O
26 | 3%[0.501 µM] | -1% | 36% | 1% | -3% | -2 | -3% | -8% | -13% | CN(C(=O)c1ccc(NC(=O)Cc2ccc(NC(=O)C3CCCN(C(=O)C4CC4)C3)cc2)cc1)C1CC1 (stereo not given)
27 | u | -8% | -5% | 24% | -1% | 5 | -23% | 2% | u | O=C1CC(=C(c2ccccc2)c2ccccc2)C(=O)N1CCCN1CCN(c2cccc(Cl)c2)CC1
28 | 0% | 2% | 3% | -2% | 9% | 0 | -9% | -7% | -15% | COc1ccc(C2=NS(=O)(=O)N(C)C(C(=O)NCc3ccco3)=C2)cc1OC
29 | 9% | -1% | 17% | -14% | -1% | -1 | -16% | i | -8% | CC(=O)c1cnc2ncnn2c1C
30 | 23%[2.33 µM] | -4% | 34% | -7% | 0% | -1 | -12% | -5% | -21% | CCCNC(=O)C1(CC2CC(c3ccccc3)=NO2)CCN(C(=O)c2ccccc2)CC1 (stereo not given)
31 | 11%[59 µM] | 0% | 7% | -3% | 7% | 1 | -12% | -5% | -7% | COc1ccc(OC)c(CN(CCN2CCOCC2)C(=O)Nc2ccccc2)c1
32 | -35%[59 µM] | -19% | 17% | -13% | -4% | 1 | -3% | 0% | -19% | CCc1ccc(-c2nc(CN3CCCC(C(=O)NCc4ccc(C)cc4)C3)c(C)o2)cc1 (stereo not given)
33 | 7%[12.7 µM] | 1% | 39% | -15% | -2% | -5 | -9% | i | -19% | CCc1c(C)n([O-])c2c([n+]1=O)CCC2
34 | 0% | u | 29% | -2% | 8% | 1 | 0% | 6% | -22% | CC(C)COc1ccc(C(=O)N/N=C/c2ccoc2)cc1
35 | 7% | 10% | 10% | 9% | -1% | 1 | -9% | -7% | -17% | COc1ccc(S(=O)(=O)CCC(=O)NCCc2ccc(Cl)cc2)cc1
36 | x | x | 6% | -4% | 1% | 3 | 2% | i | -16% | CCOC(=O)N1C2C=CC(C2)N1C(=O)OCC
37 | -4% | -19% | 17% | 2% | -7% | -5 | -17% | -2% | -19% | COc1ccc(S(=O)(=O)NCC(=O)N(CC(=O)NCc2ccccc2)Cc2ccco2)cc1
38 | -32%[0.0925 µM] | 4% | 40%[activator] | -4% | -6% | 8 | u | -2% | 0% | COC(=O)C1C(=O)CC(C)(O)C(C(=O)OC)C1/C=C/c1ccccc1 (stereo not given)
39 | 4%[59 µM] | -3% | 0% | 2% | 3% | -1 | -3% | 2% | -13% | CC1=C(C(=O)Nc2ccccc2)C(c2ccc(F)cc2)n2nc(SCc3cc(C)ccc3C)nc2N1 (stereo not given)

# Screening results: PubChem BioAssay, National Center for Advancing Translational Sciences (NCATS)
